# Compound activity deposited in PubChem BioAssay by several laboratories.
# eLon inh – E. coli protease La inhibition; P0A9M0; AID 602123; inhibition, % at 7.94 µM; 360,000 tested, 0.42% active; purified E. coli Lon protease, fluorescence polarization; in the data active = inhibition above about 13%, passing the limit was not always enough;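 also: 0% = enzyme with probe and DMSO and 100% = no enzyme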
# Target sequence (P0A9M0 whole entry, looked up): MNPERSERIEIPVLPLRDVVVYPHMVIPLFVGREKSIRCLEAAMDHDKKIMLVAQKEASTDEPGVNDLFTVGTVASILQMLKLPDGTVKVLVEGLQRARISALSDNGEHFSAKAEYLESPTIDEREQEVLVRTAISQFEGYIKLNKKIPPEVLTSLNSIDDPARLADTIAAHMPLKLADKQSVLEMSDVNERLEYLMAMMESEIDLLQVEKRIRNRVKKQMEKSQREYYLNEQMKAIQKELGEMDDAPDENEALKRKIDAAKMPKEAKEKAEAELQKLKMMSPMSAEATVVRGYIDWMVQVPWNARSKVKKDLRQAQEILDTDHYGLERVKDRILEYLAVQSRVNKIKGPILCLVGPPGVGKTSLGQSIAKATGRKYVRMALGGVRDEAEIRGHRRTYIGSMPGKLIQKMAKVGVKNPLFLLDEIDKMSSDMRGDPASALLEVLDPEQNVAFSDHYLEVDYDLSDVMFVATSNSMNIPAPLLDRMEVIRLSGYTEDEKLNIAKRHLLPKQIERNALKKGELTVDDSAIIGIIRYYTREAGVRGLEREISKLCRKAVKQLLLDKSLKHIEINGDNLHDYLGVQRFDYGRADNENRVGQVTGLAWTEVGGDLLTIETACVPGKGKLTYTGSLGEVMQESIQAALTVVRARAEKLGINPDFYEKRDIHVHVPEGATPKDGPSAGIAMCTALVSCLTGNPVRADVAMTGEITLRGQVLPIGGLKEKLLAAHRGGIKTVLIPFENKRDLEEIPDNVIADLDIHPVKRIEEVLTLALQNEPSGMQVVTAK
# MT1-MMP act inh – MT1-MMP (human) activation inhibition. P50281. HT1080 RFP-PRO-GFP cells, GFP/RFP ratio fluorescence, overnight; percent of plate control window, DMSO zero. GFP/RFP ratio change, % at 20 µM. 360,000 tested, 0.061% active. AID 651647;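 active = GFP/RFP ratio change of at least 30% with cell ATP level not reduced by more than half and red fluorescence within 50% of control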; also: strong numbers were not always called active
#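 Assay system: HT1080 cells carrying an RFP-PRO-GFP reporter | Dosing: Single dose of 20 µM compound, 1% DMSO final | Incubation: Cells overnight before dosing, compound overnight, 37 °C, 5% CO2 | Evaluation: GFP/RFP fluorescence ratio | Control set: DMSO and RFP-L50D-GFP cell wells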
# Rpn11 inh – Rpn11 (human) deubiquitinase inhibition | O00487 | human 26S proteasome, Ub4-pepOG fluorescence polarization; 20S core pre-blocked with epoxomicin | calls only at 20 µM | 360,000 tested, 0.59% active;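 active = inhibition at 20 µM, scaled to each plate's controls, above about 33%, limit read from the data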
# Target sequence (O00487 whole entry, looked up): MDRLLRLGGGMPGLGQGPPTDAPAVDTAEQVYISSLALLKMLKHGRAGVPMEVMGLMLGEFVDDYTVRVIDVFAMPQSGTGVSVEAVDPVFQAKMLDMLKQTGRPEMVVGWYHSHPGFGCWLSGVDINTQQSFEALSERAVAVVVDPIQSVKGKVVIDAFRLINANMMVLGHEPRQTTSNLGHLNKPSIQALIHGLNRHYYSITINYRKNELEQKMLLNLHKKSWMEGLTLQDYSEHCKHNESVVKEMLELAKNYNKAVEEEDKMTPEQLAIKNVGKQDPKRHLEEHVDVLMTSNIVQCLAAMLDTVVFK
# FAS TE block – FAS thioesterase (human) inhibition; inhibition, % at 15 µM; 360,000 tested, 0.67% active; recombinant FAS-TE, OMFH fluorogenic substrate, fluorescence endpoint; AID 602261;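 active = compounds whose normalised, plate-corrected inhibition of enzyme fluorescence in the single-dose primary screen is 50% or more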;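 also: 0% = DMSO with enzyme and 100% = substrate without enzyme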
# PABP1 MLLE inh – blocks PAM2 peptide binding to the PABP1 MLLE domain | 360,000 tested, 0.36% active | AID 588489 | GST-MLLE / FITC-PAM2 fluorescence polarization | P11940 | inhibition, % at 20 µM; in the data active = inhibition above about 35%, passing the limit was not always enough;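 also: plate controls were DMSO wells with GST-MLLE for no effect and wells lacking GST-MLLE protein for full effect; some results filed as inactive read as strong as hits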
# Rin1 Abl inh – inhibitors of human Rin1-Abl protein interaction | 360,000 tested, 0.4% active | inhibition, % at 7.35 µM | TR-FRET Rin1/Abl binding, biochemical | P00519+Q13671; in the data active = inhibition above about 5%, passing the limit was not always enough
# CSN inh – blocks human CSN-mediated cullin deneddylation. inhibition, % at 12.5 µM. Q92905. Purified CSN, SCF-Nedd8-OG deneddylation, fluorescence polarization. 360,000 tested, 0.38% active;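 active = pattern-corrected inhibition above about 35%, with an unprinted fluorescence ratio check between 0.5 and 1.5, limit read from the data, passing the limit was not always enough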;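 also: 0% = enzyme with substrate and 100% = substrate without enzyme; some results filed as inactive read as strong as hits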
#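 Schedule: reaction 90 min, room temperature / Assay system: HEK293T-derived human Csn5 enzyme / Input: Csn5 at 0.24 nM final / Measure: inhibition of Csn5 cleavage, % / Control set: substrate-only high control, full reaction low control / Technique: fluorescence polarization of the substrate / Buffer or medium: Tris/NaCl/DTT buffer, pH 7.5 / Reagent: SCFSkp2-Nedd8OG substrate at 10 nM final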
# MsrA inh – bovine MsrA inhibition. 360,000 tested, 0.75% active. purified bovine MsrA, absorbance read-out. inhibition, % at 15.5 µM. AID 651718; in the data active = inhibition above about 4.5%;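 also: 0% = vehicle wells with enzyme and 100% = reference inhibitor wells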
# MsrA act – activators of bovine methionine sulfoxide reductase A | purified bovine MsrA, absorbance read-out | activation, % at 10.6 µM | 360,000 tested, 0.3% active; in the data active = activation above about 7.5%;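 also: 0% = vehicle and 100% = reference activator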
# Active calls of the source: *; i = inactive; nt = not tested or not shown.
SMILES,eLon inh,MT1-MMP act inh,Rpn11 inh,FAS TE block,PABP1 MLLE inh,Rin1 Abl inh,CSN inh,MsrA inh,MsrA act
O=C(OCc1ccccc1F)c1ccc2c(c1)-c1ccccc1C2=O,1,7,i,11,-11,1,-2,nt,-3
O=C(NNc1ccc(Cl)cc1)c1sccc1Cl,-6,-2,i,1,42*,-1,-7,0.3,-3
O=C(NC(C(=O)c1ccccc1)n1c(=O)cc[nH]c1=S)c1ccccc1 (configuration not stated),-13,0,i,-4,12,4,-4,-0.7,7
CCOCCCNC(=O)CN(c1cc([N+](=O)[O-])ccc1OC)S(C)(=O)=O,5,0,i,0,-12,0,-7,2.0,-3
O=c1[nH]c(-c2ccccc2)c(-c2ccccc2)[nH]1,1,0,i,0,4,-1,2,0.9,-2
CCCCCCc1cc2cc(C(=O)Nc3cccc(OC)c3)c(=O)oc2cc1O,-1,-4,i,-15,-10,2,1,-1.1,-5
CCOC(=O)C1CCN(C(=O)Nc2ccc3nccnc3c2)CC1,-4,-3,i,-8,-3,-1,0,3.2,-5
O=C(Nc1ccc(Cl)cc1F)c1ccc2c(c1)C(=O)N(Cc1ccncc1)C2=O,-7,3,i,-20,-22,-1,2,-0.9,-3
Cn1c(SCC(=O)NC2(C#N)CCCCC2)nnc1-c1cccnc1,-12,-2,i,-7,-8,1,-4,0.6,-3
CCOC(=O)c1cc2c(nc1NC(=S)Nc1ccccc1)CC(C)(CC)OC2 (configuration not stated),-11,-4,i,-10,29,-1,-1,0.9,-10
CCOC(=O)C1C(=O)OC(C)(C)C1C(CC)C(=O)c1ccccc1 (configuration not stated),-14,-1,i,0,5,0,-5,0.9,-1
Nc1ncnc2c1ncn2[C@@H]1O[C@H](C(=O)N2CCN(c3nc4ccccc4o3)CC2)[C@@H](O)[C@H]1O,-13,4,i,-6,0,1,2,0.1,-4
COc1ccc(N2CCN(CCCNC(=S)Nc3c(C)cccc3C)CC2)cc1,4,0,i,-5,22,-3,0,1.9,-4
CCn1nnc2cc(C(=O)OCC(=O)N(C)Cc3cccc(F)c3)ccc21,-10,-1,i,8,-11,0,4,0.9,-3
O=C(CSc1nccn1Cc1ccccc1)NCc1ccccc1,-10,-3,i,-6,-117,5,5,-0.8,-5
Cc1ccc(N2CCN(CC(O)COc3ccccc3)CC2)cc1 (configuration not stated),4,-4,i,0,6,2,1,-1.0,-7
NC(Cc1ccc2nsnc2c1)C(=O)O (configuration not stated),-12,-3,i,-8,-21,1,4,1.7,-1
COCC(=O)Nc1nc2ccc(C)cc2s1,3,3,i,-5,-8,0,3,-0.3,-2
Cc1cc2cc(CCNC(=O)CCCc3ccccc3)c(=O)[nH]c2cc1C,0,-3,i,3,1,-6,2,1.3,-8
CCn1c(O)c(N=NC(=O)C(O)c2ccccc2)c2ccccc21 (configuration not stated),4,-3,i,-4,2,3,6,1.1,-1
Cc1ccc(S(=O)(=O)NC(=O)c2cccn2C)cc1,-5,0,i,-10,-5,0,-4,1.1,-10
Cc1ccc(C(=O)N2CCCC(C(F)(F)F)C2)cc1S(=O)(=O)N1CCCCC1 (configuration not stated),10,-2,i,1,2,1,-1,-1.0,-3
CCOC(=O)C1CCCN(C(=O)c2cc(S(=O)(=O)N3CCCCC3)ccc2C)C1 (configuration not stated),-6,-1,i,-2,1,-2,-8,0.3,-2
Oc1ccc(/C=N/n2c(-c3ccccc3)n[nH]c2=S)cc1,-1,-1,i,-3,-14,0,2,0.6,-1
O=C(Cn1ccc([N+](=O)[O-])n1)Nc1nc2ccccc2s1,-1,-3,i,5,-1,-7,1,0.7,-6
CCN(CC)S(=O)(=O)c1ccc(OC)c(NC(=S)Nc2ccc(C)c(C)c2)c1,-14,-1,i,10,6,2,0,0.1,-3
CC(CCc1ccccc1)NS(=O)(=O)c1ccccc1F (configuration not stated),1,-3,i,7,-8,3,3,-1.1,-13
Cc1sc(NC(=O)c2ccc(OCC(C)C)cc2)c(C(N)=O)c1-c1ccc(Cl)cc1Cl,-3,-38,i,21,-8,0,4,-1.4,-2
CCc1nc2ccccc2n1CC(=O)N(C(C)CC)C1CCS(=O)(=O)C1 (configuration not stated),1,-2,i,-9,15,-2,2,0.9,-4
Cc1nc2ccccc2c(=O)n1CCc1ccccc1,5,-5,i,-1,6,4,-1,-0.5,-3
O=C(COc1ncnc2sccc12)Nc1ccc(F)cc1F,-6,7,i,-2,-25,1,2,-0.9,-5
Fc1ccc(N2CCN(c3ncnc4nc[nH]c34)CC2)cc1,2,5,i,-1,-16,-1,-1,-0.4,-2
CC1=NN(c2ccc(Cl)c(C(=O)O)c2)C(=O)/C1=C/c1ccc(-c2ccccc2[N+](=O)[O-])o1,1,1,i,0,23,6,2,-0.1,0
CCOC(=O)N1CCC(NC(=O)CCS(=O)(=O)c2ccc3c(c2)CCN3C(=O)CC)CC1,-28,2,i,-7,-6,-1,1,-0.5,-6
COc1ccccc1/C=C/C=N/NC(=O)Cc1cccs1,-1,-1,i,-1,19,2,-3,5.0*,1
CC1(C(=O)NCc2cccs2)Cc2c(-c3ccc4c(c3)OCO4)ccnc2O1 (configuration not stated),2,6,i,6,0,0,5,-0.6,-1
Cc1cc(=O)[nH]c2nnc(-c3ccc(Br)cc3)n12,1,-11,i,-2,5,-2,-2,0.7,-3
Cc1csc(NC(=O)c2c(-c3c(Cl)cccc3Cl)noc2C)n1,-5,-4,i,1,2,1,-6,1.3,-2
CCN(CC)C(=O)C(Sc1nnnn1-c1ccc(O)cc1)c1ccccc1 (configuration not stated),-8,-2,i,-37,5,3,-3,-0.3,0
CCCCNS(=O)(=O)c1ccc2nc(-c3cccnc3)cc(C(=O)NCC(OC)OC)c2c1,8,-5,i,-8,-4,1,4,-0.4,-4
COc1ccccc1C(CNC(=O)c1cccc(S(=O)(=O)Nc2ccc(F)cc2)c1)N1CCCC1 (configuration not stated),-18,-4,i,-3,-26,3,1,-0.8,-1
S=C(Nc1ccc(Cl)cc1)N1CCN(Cc2ccccc2)CC1,-3,3,i,8,-102,-2,0,1.0,2
O=C(CN1CC(=O)Nc2ccccc21)NCCc1ccc(Cl)cc1Cl,-2,4,i,-4,-11,4,-5,2.1,1
CCCC(O)(c1ccc(OC)cc1)C(CN(C)C)c1ccccc1 (configuration not stated),3,2,i,-2,3,0,-2,1.1,-5
CCC(C)c1ccc(NC(=S)NCc2ccccc2OC)cc1 (configuration not stated),8,0,i,16,-55,-6,-5,0.2,-1
COc1cccc(/C=C2/Sc3ccc(C(=O)NCCN4CCCC4)cc3NC2=O)c1,-9,0,i,-7,11,-6,10,1.4,-9
Cc1sc2ncnc(N3CCC(C(=O)NNC(=O)COc4ccc(Cl)cc4)CC3)c2c1C,7,-11,i,14,12,1,-3,0.2,-3
COc1nc(C)ccc1-c1noc(-c2ccccn2)n1,-1,4,i,-5,2,2,-2,nt,-11
O=C(O)CCN1C(=O)/C(=C\c2cccc(OCc3ccccc3)c2)SC1=S,-7,4,i,-101,6,0,9,0.5,-10
Cn1ncn2c(=O)c3c(nc12)-c1ccccc1CC31CCCC1,0,2,i,16,-36,0,-3,1.2,-4

# Reformatted with two lines to a compound: entries from further up.
# Value order – eLon inh	MT1-MMP act inh	Rpn11 inh	FAS TE block	PABP1 MLLE inh	Rin1 Abl inh	CSN inh	MsrA inh	MsrA act
- O=C(CN1CC(=O)Nc2ccccc21)NCCc1ccc(Cl)cc1Cl
    -2	4	i	-4	-11	4	-5	2.1	1
- CCCC(O)(c1ccc(OC)cc1)C(CN(C)C)c1ccccc1 (configuration not stated)
    3	2	i	-2	3	0	-2	1.1	-5
- CCC(C)c1ccc(NC(=S)NCc2ccccc2OC)cc1 (configuration not stated)
    8	0	i	16	-55	-6	-5	0.2	-1
- COc1cccc(/C=C2/Sc3ccc(C(=O)NCCN4CCCC4)cc3NC2=O)c1
    -9	0	i	-7	11	-6	10	1.4	-9
- Cc1sc2ncnc(N3CCC(C(=O)NNC(=O)COc4ccc(Cl)cc4)CC3)c2c1C
    7	-11	i	14	12	1	-3	0.2	-3
- COc1nc(C)ccc1-c1noc(-c2ccccn2)n1
    -1	4	i	-5	2	2	-2	nt	-11

# The list continues.
SMILES,eLon inh,MT1-MMP act inh,Rpn11 inh,FAS TE block,PABP1 MLLE inh,Rin1 Abl inh,CSN inh,MsrA inh,MsrA act
Cc1ccc2nc(N3C(=O)C(O)=C(C(=O)c4ccco4)C3c3ccc(O)cc3)sc2c1 (configuration not stated),-9,-3,i,-1,4,0,12,2.6,-13
S=C(NCc1ccco1)Nc1ccc(N2CCOCC2)cc1,2,4,i,-8,-7,-5,-18,0.0,-2
Cc1ccc(C(=O)NC2CCC(C)CC2)o1 (configuration not stated),0,-7,i,-5,17,5,-6,0.4,-12
O=C(c1ccccc1)C(O)c1ccccc1 (configuration not stated),9,-4,i,0,2,-1,0,0.3,-3
CCN(CC(=O)Nc1ccc(NC(C)=O)cc1)C(=O)COc1ccc(C(=O)c2ccccc2)cc1,-8,1,i,-9,-6,2,-8,-0.2,-4
COc1cc2c(cc1OC)C(c1cccc([N+](=O)[O-])c1)N(C(=O)c1ccccc1C(=O)O)CC2 (configuration not stated),-2,8,i,-9,2,0,4,1.5,-9
CN(C)CCNC(=O)c1csc(Nc2cccc3ccccc23)n1,-8,4,i,1,-2,-3,1,2.6,0
Cc1ccc(O)c(CNc2cccc3cccnc23)c1,-11,-7,i,9,-5,-1,8,0.1,-3
C[N+]12CCCCC1C(COC(=O)c1ccc3c(c1)OCO3)CCC2 (configuration not stated),2,-4,i,-2,-107,5,0,-1.0,-1
CC(=O)c1ccc(S(=O)(=O)N2CCN(CC#N)CC2)cc1,0,-1,i,-5,10,-4,-3,0.4,-4
O=C(COC(=O)c1ccncc1)Nc1cc(Cl)ccc1Cl,5,-2,i,-3,0,-1,0,0.9,-9
CCOC(=O)c1c(NCC(C)C)c2ccccc2[nH]c1=O,1,-6,i,-8,9,1,-9,2.1,-1
COc1ccccc1C(=O)NC(=O)CSc1nnc(SC)s1,-7,-4,i,-4,-4,1,0,0.4,2
CCN(CC)C(=O)CSc1nnc(-n2nc(C)cc2C)c2ccccc12,-8,0,i,-5,14,-2,-4,-0.7,1
COc1cccc(CN2CCN(Cc3cc(OC)c(OC)c(OC)c3)CC2)c1OC,-2,1,i,-3,-2,0,-4,-0.8,3
O=C1CC(/C=C/c2ccncc2)=Nc2ccccc2N1,0,-6,i,-2,3,2,-1,1.5,2
COC(=O)c1ccc2c(c1)N(Cc1ccccc1F)C(=O)c1ccccc1S2=O (configuration not stated),1,0,i,6,-8,-3,5,-0.6,-9
Cc1ccc(C)n1-c1nnc(N2CCC(C(=O)NCCCN3CC(C)CC(C)C3)CC2)s1 (configuration not stated),-5,2,i,-6,-15,4,0,-0.3,0
COc1cnc(SCC(=O)O)[nH]c1=O,-2,-1,i,-1,22,-2,3,-0.7,-8
CN(c1ccccc1)S(=O)(=O)c1cccc(NC(=O)CSc2nnc(N)s2)c1,-4,0,i,-7,-23,-2,-12,0.6,-3
